Screening results (PubChem BioAssay)
S100A4 MyoIIA – inhibitors of S100A4-myosin IIA peptide binding, primary screen, biochemical, fluorescence polarization, TAMRA-MyoIIA peptide; AID 652163, 2013; actives 0.14% (n = 360,000); Protein S100-A4 (Homo sapiens), P26447; inhibition, % at 10.7 µM;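 active means mean inhibition of at least 70% across replicates, with every replicate also reaching that level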
Target sequence (P26447 whole entry, looked up): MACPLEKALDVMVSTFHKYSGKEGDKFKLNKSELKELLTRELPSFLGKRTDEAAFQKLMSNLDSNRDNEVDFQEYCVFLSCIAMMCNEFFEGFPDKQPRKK
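Material: S100A4 monomer protein | Medium: HEPES pH 7.2 with CaCl2, KCl, NaCl, DTT, Triton | Reagent: Labelled myosin peptide probe, 5 nM | Doses: One dose per compound | Times: 5 min incubation before reading | Benchmarks: Neutral control DMSO, positive control TFP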
ERAP1 inh – human ERAP1 aminopeptidase inhibitors, primary screen, biochemical, single point, plate reader. Endoplasmic reticulum aminopeptidase 1 (Homo sapiens), Q9NZ08. recombinant ERAP1, Leu-AMC fluorescence, 60 min. inhibition, % at 10.7 µM. actives 0.15% (n = 340,000). AID 652197, 2013;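 active means mean replicate inhibition of at least 30%, or all replicates individually reaching that 30% level; inactive means mean below 30% and not every replicate reaching it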;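 further: 0% = neutral control wells and 100% = L-leucinethiol positive control wells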
Target sequence (Q9NZ08 whole entry, looked up): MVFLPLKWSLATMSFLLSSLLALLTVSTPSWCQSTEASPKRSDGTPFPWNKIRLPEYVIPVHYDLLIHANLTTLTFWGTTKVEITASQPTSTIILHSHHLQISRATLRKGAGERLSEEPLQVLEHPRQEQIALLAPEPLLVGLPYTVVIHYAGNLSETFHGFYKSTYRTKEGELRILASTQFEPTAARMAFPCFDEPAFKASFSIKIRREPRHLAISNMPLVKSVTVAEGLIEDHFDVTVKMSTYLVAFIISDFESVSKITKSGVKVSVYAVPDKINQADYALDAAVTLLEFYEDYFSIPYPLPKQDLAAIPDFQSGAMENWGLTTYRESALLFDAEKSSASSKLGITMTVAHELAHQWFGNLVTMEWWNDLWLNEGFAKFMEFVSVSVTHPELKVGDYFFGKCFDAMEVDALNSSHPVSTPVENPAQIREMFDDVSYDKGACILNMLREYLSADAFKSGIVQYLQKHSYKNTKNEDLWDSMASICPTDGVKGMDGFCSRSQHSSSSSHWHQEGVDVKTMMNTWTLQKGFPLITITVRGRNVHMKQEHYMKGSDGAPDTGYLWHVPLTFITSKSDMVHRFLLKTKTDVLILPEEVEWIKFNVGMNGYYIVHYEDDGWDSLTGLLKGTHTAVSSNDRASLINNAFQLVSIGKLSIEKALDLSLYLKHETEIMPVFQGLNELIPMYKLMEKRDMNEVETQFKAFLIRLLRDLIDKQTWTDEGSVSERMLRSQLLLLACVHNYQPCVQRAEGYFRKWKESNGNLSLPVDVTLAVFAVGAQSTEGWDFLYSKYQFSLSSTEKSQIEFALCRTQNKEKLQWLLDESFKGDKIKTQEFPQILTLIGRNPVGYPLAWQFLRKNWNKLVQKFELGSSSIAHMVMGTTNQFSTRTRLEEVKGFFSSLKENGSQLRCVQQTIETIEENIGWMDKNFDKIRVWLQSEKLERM
LGR2 inh – inhibitors of bursicon-induced LGR2 CRE-luciferase signal, primary screen, cell-based, HEK293, CRE-luciferase reporter, bursicon stimulation; bursicon-stimulated, 4 h; inhibition, % at 9.99 µM; actives 0.35% (n = 380,000); AID 720647, 2013;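 active means drop in luminescence signal, shown as inhibition above about 50% in the replicate tests, limit read from the data, passing the limit was not always enough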;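 further: agonist challenge used bursicon conditioned medium at about half maximal strength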
PglD inh – C. jejuni PglD acetyltransferase inhibitors, primary screen, biochemical, DTNB colorimetric, single point; UDP-N-acetylbacillosamine N-acetyltransferase PglD (Campylobacter jejuni); purified PglD enzyme, DTNB colorimetric CoA detection; inhibition, % at 12.5 µM; actives 0.098% (n = 360,000); AID 602405, 2012; in the data active means inhibition above about 16%, passing the limit was not always enough; further: strong numbers were not always called active
PAX8 inh HTS – inhibitors of PAX8-driven TPO luciferase reporter, primary screen, RMG-I cells, single concentration. SteadyGlo, 24 h. inhibition, % at 12.6 µM. actives 1.2% (n = 360,000);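 active means mean replicate inhibition at least 60% with every replicate also reaching 60%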;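 further: luciferase light reporting Pax8 driven TPO promoter activity; plate controls were median of neutral control wells for no effect and mitoxantrone controls for full effect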
EWS-Fli inh – EWS/Fli-driven NR0B1 reporter inhibitors, primary screen, A673 cells, NR0B1 luciferase, luminescence, MLPCN library | actives 0.67% (n = 350,000) | viability-normalised | AID 651661, 2012 | inhibition, % at 12.6 µM;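 active means mean inhibition of at least 50% after viability correction, with every replicate also passing that limit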;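 further: firefly luciferase signal divided by Alamar Blue viability fluorescence both relative to DMSO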
PGC1a acetyl inh – inhibitors of PGC1a acetylation signal, primary screen, cell-based, U2OS, AlphaScreen, inhibitor mode; AlphaScreen anti-acetyl-lysine; with virally co-expressed GCN5 acetyltransferase; actives 0.17% (n = 350,000); inhibition, % at 15.6 µM;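 active means every replicate shows inhibition of at least 40%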;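 further: 0% = neutral control wells and 100% = positive control wells; some results beyond the cut were filed as inactive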
FN deposit inh – inhibitors of fibronectin matrix deposition, primary screen, AH1F cells, Alexa488-fibronectin fluorescence, plate reader | actives 0.086% (n = 350,000) | inhibition, % at 12.6 µM | AH1F fibroblasts, overnight | AID 743247, 2014;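 active means mean inhibition across replicates of 30% or more, regardless of how many single replicates reach that level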;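 further: positive control wells lacked labelled fibronectin entirely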
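Material: AH1F fibroblasts assembling fluorescent fibronectin matrix; amount: 10000 AH1F cells/well; medium: DMEM, 2% serum; reagent: Alexa488-fibronectin, 24 nM final in well; dosing: single compound dose, delivered by pin transfer; incubation: 1 h adhesion, overnight exposure; detection: fluorescence after three HBSS washes, excitation 485 nm, emission 525 nm; measure: fibronectin deposition inhibition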
* marks the source's active call; other numbers are inactive results; x = not tested or not shown; & = joins results of further samples.

SMILES	S100A4 MyoIIA	ERAP1 inh	LGR2 inh	PglD inh	PAX8 inh HTS	EWS-Fli inh	PGC1a acetyl inh	FN deposit inh
Cc1ccc(S(=O)(=O)N2CCOC23CCN(C(=O)C(=O)NCCC(C)C)CC3)cc1	-1	-5	6	0	2	1	x	0
CCCCc1nnc(NC(=O)c2ccc(S(=O)(=O)N3CCOCC3)cc2)s1	1	0	-4	x	1	9	-11	-2
CCOC(=O)N1CCN(C(=O)C2CC(c3ccc(F)cc3)=NO2)CC1 (stereo not given)	-8	-2	-7	-3	0	6	x	7
COc1cc2c(cc1OC)CN(C(=O)c1cc(COc3ccccc3SC)on1)CC2	8	0	-38	4	-33	-42	-29	-18
CN1C(=O)c2cc(NC(=O)c3cccs3)ccc2OC[C@@H]2O[C@H](CC(=O)N3CCCCC3)CC[C@@H]21	x	x	13	-1	8	-20	-9	-20
O=[N+]([O-])c1ccc(N2CCN(c3ccccc3)CC2)nc1	1	2	-16	x	-32	-22	x	-1
CCC(=O)N1CCC(C)(C(=O)Nc2ccc3c(c2)OCO3)C1 (stereo not given)	-3	-1	-6	-5	-7	-7	x	-11
O=C(CSc1nc2ccccc2c(=O)n1CCCC(=O)N1CCCC1)NCc1ccco1	x	x	x	0	0	x	2	-7
C[C@@H]1CN([C@@H](C)CO)C(=O)c2cccc(NC(=O)Nc3ccccc3)c2O[C@@H]1CN(C)S(=O)(=O)c1cn(C)cn1	-17	-4	0	-2	x	9	7	x
CCCCn1c(N)c(N(CCC(C)C)C(=O)COC(=O)c2ccccc2)c(=O)[nH]c1=O	-4	-3	7	x	16	12	-2	-3
CN(C)CCCN(Cc1cc2cc3c(cc2[nH]c1=O)OCO3)C(=S)Nc1ccccc1	-3	4	11	x	3	-1	3	-1
C=CCNC(=S)N(Cc1ccccc1)Cc1ccc(F)cc1	-7	6	6	x	-13	-3	-21	5
Cc1ccccc1C(=O)N1CCC(C(=O)Nc2cc(C(F)(F)F)ccc2N2CCCC2)CC1	0	-1	-2	x	1	6	9	5
CCc1nnc(NC(=O)c2cccc(S(=O)(=O)N(C)c3ccc(OC)cc3)c2)s1	-10	0	-19	x	13	-3	-6	0
COc1ccc2c3c([nH]c2c1)[C@H](CO)N(C(=O)CN1CCOCC1)CC31CCN(C(=O)NC(C)C)CC1	-8	1	-5	x	x	-8	x	x
C[C@@H]1CCCCO[C@@H](CN(C)CC2CCCCC2)[C@@H](C)CN([C@@H](C)CO)C(=O)c2cc(NC(=O)C3CCCCC3)ccc2O1	7	2	4	1	-9	13	3	x
COc1ccc(CN(C)CC(=O)Nc2ccccc2C(F)(F)F)c(OC)c1	x	x	4	1	13	x	x	-2
CC(=O)N1CCN(C(=S)NC(=O)c2c(-c3ccccc3Cl)noc2C)CC1	0	-1	1	x	1	10	-10	0
CC(C)C#Cc1ccc([C@@H]2[C@@H](CO)N3CCCCN(S(=O)(=O)Cc4ccccc4)C[C@@H]23)cc1	-2	2	11	-1	-6	-1	-8	x
O=S(=O)(Nc1cc(F)ccc1F)c1cccc2nonc12	-2	1	-8	4	-13	x	9	x
O=[N+]([O-])c1ccc(COc2ccc(CN3CCOCC3)cc2)cc1	-16	x	-29	8	-108	-42	0	5
C[C@@H]1CCCCO[C@H](CN(C)S(=O)(=O)c2ccc(F)cc2)[C@H](C)CN([C@@H](C)CO)C(=O)c2cc(NS(=O)(=O)c3ccccc3)ccc2O1	-2	16	0	2	3	4	-26	x
C[C@H](CO)N1C[C@H](C)[C@H](CN(C)C(=O)Nc2ccc(C(F)(F)F)cc2)Oc2ccc(NS(=O)(=O)c3cccs3)cc2CC1=O	-8	0	-9	0	15	-4	-2	x
Cc1cc(C)cc(N2C(=O)c3nccnc3C2=O)c1	-10	1	10	3	-4	8	-10	7
COc1ccc(NC(=O)N(C)C[C@H]2Oc3ccc(NC(=O)Nc4cccc5ccccc45)cc3CC(=O)N([C@H](C)CO)C[C@@H]2C)cc1	2	-5	38	-1	-19	5	-4	3

Look-ups from above.
PglD inh with `COc1ccc(CN(C)CC(=O)Nc2ccccc2C(F)(F)F)c(OC)c1` stands at 1
S100A4 MyoIIA with `Cc1cc(C)cc(N2C(=O)c3nccnc3C2=O)c1` stands at -10
EWS-Fli inh with `CC(=O)N1CCN(C(=S)NC(=O)c2c(-c3ccccc3Cl)noc2C)CC1` stands at 10

Carrying on:
SMILES	S100A4 MyoIIA	ERAP1 inh	LGR2 inh	PglD inh	PAX8 inh HTS	EWS-Fli inh	PGC1a acetyl inh	FN deposit inh
COc1ccc(-c2cncc3nccn23)cc1OC	0	-1	-14	2	-35	-3	-7	x
O=C(NNC(=O)C1CCC1)c1ccccc1	0	2	6	-4	-16	9	4	3
O=C(c1ccccc1)N1C[C@@H]2[C@H](c3ccccc31)[C@H](CO)N2Cc1ccccn1	2	1	16	4	-9	-6	-5	3
CCNC(=O)C[C@H]1CC[C@H](NC(=O)NC2CCCCC2)[C@H](CO)O1	8	2	4	-1	-11	6	1	10
Cc1cccc(OCCCC(=O)NNC(=O)c2ccc(F)cc2)c1	-3	-5	4	-1	-12	-4	12	-3
Cc1cc(C)nc(-n2nc(C)c(Sc3ccc(F)cc3)c2N)n1	0	-5	-68	1	x	-63	-6	x
COc1ccc(CC(=O)NC(C)c2ccc(Cl)c(Cl)c2)cc1S(=O)(=O)N1CCOCC1 (stereo not given)	3	-2	1	6	10	2	x	-1
CN(Cc1ccccc1)C(=O)c1ccc(NC(=O)Cc2ccc(NC(=O)C3CCCN(S(=O)(=O)c4cccc([N+](=O)[O-])c4)C3)cc2)cc1 (stereo not given)	-8	x	-21	-5	-7	-9	x	x
CCCCOCCCNC(=O)C[C@H]1C[C@@]2(C(=O)OC)C(=C[C@H](COCc3ccccc3)O[C@@H]2C)N(CCC2=CCCCC2)C1=O	-3	6	21	x	-7	-6	x	11
O=C(Nc1cccc(C(=O)N2CCCCC2)c1)c1ccccc1Br	-1	1	16	-2	10	x	x	x
CC(C)CNC(=O)/C=C/C(=O)O	-2	-4	5	x	5	10	x	2
Cc1noc(C)c1S(=O)(=O)N(C)C[C@@H]1Oc2ccc(NC(=O)Cc3ccccc3)cc2CC(=O)N([C@@H](C)CO)C[C@H]1C	x	x	-10	-2	0	3	-2	x
Cc1ccc(-c2c[n+](CC(=O)OCc3ccccc3)c3n2CCC3)cc1	3	0	9	2	2	9	-5	2
Cc1ccc(NC(=O)c2ccc(S(=O)(=O)NCc3ccco3)cc2)nc1	-4	-3	-25	-5	-19	-23	x	0
Cc1cc(OCC(=O)Nc2nnc(C3CC3)s2)ccc1C(C)C	-9	-1	4	2	11	-11	x	-12
CN(C)CCOC(c1ccccc1)c1ccccc1 (tested in a mixture with another compound)	0&-5	-3	1	4	1	-4	4	5
CCNC(=S)Nc1ccc2c(c1)oc1ccccc12	-2	1	-116	3	-139	-75	x	-13
CCCCN1CC(COCc2ccccc2)Oc2cccc(Oc3ccc(SC)c(C)c3)c2S1(=O)=O (stereo not given)	-1	x	18	x	10	5	x	x
Cc1c(Cl)cccc1NC(=O)CSc1nc(=O)n(CCCN2CCOCC2)c2c1CCC2	-1	1	9	1	12	-1	-6	-2
CC(C)N(C(=O)[C@H]1CC(CC(=O)NCCC2=CCCCC2)C(=O)N2CCc3c([nH]c4ccccc34)[C@]12C)C(C)C (stereo not given in full)	-1	-1	0	-2	5	-6	11	4
Cc1noc(C)c1NC(=O)Nc1ccc2c(c1)C(=O)N([C@@H](C)CO)C[C@@H](C)[C@@H](CN(C)C(=O)Nc1ccccc1)OCCCC[C@H](C)O2	-4	-1	-7	-3	-8	-16	0	-3
O=C(NCCCN1CCCC1=O)c1c(O)nc2ccccn2c1=O	4	6	8	-3	9	x	-7	-6
CC=Cc1ccc2n(c1=O)C[C@@H]1[C@@H](CO)[C@H](C(=O)N3CCc4ccccc4C3)[C@H]2N1Cc1ccncc1 (mixture of isomers)	3	-2	14	-1	13	0	-1	x
O=C(c1ccc(F)cc1)N1CCN(C2CCCCC2)CC1	-3	-3	24	-1	-2	12	2	3
Cc1ccc(S(=O)(=O)Nc2ccc3c(c2)CC(=O)N([C@H](C)CO)C[C@@H](C)[C@H](CN(C)S(=O)(=O)c2ccc(C)cc2)O3)cc1	2	0	-3	5	-28	-3	7	x
More entries
SMILES	S100A4 MyoIIA	ERAP1 inh	LGR2 inh	PglD inh	PAX8 inh HTS	EWS-Fli inh	PGC1a acetyl inh	FN deposit inh
COc1cccc(C(=O)NNC(=O)c2cccc3ccccc23)c1	-2	0	-9	-6	-37	-17	-7	x
C[C@@H]1CCCCO[C@@H](CN(C)S(=O)(=O)c2ccc(Cl)cc2)[C@H](C)CN([C@@H](C)CO)C(=O)c2cc(NC(=O)Nc3ccccc3)ccc2O1	11	1	6	-9	35	-17	-9	x
Cc1nn(Cc2ccc([N+](=O)[O-])cc2)c(=O)n1-c1ccccc1	x	x	x	1	-10	x	8	-7
O=C(Cc1ccc(S(=O)(=O)N2CCOCC2)s1)Nc1ccc(Br)c(C(F)(F)F)c1	-1	1	-11	x	x	28	x	5
CCc1nn(CCCC(=O)Nc2ccc(C)cc2C)c(=O)c2cc3occc3n12	6	2	17	-1	0	x	-1	-13
CCCN1Cc2cccc(C(=O)NCc3ccccc3OC)c2C1=O	x	x	x	3	7	x	3	7
CN(C(=O)COC(=O)COc1ccccc1F)C1CCS(=O)(=O)C1 (stereo not given)	x	x	x	-3	27	x	2	7
COc1ccc2c(c1OC)C[N+]1([O-])CCc3cc4c(cc3C1C2)OCO4 (stereo not given)	14	x	1	-5	-13	-1	x	-9
CCCNC(=O)N1CC2(CCN(CC3CCCC3)CC2)c2c(n(C)c3cc(OC)ccc23)[C@H]1CO	3	1	-7	x	10	6	x	12
O=C1c2ccccc2S(=O)(=O)c2cc(C(=O)N3CCN(c4c(Cl)cncc4Cl)CC3)ccc21	-1	0	5	2	-7	19	x	11
O=C1C(Cc2ccccc2O)NC(=S)N1c1ccccc1 (stereo not given)	4	x	12	x	2	9	5	10
CC(=O)Nc1ccc(-c2csc(Nc3cccc(C)n3)n2)cc1	-2	-1	-93	-1	-129	-99	0	3
Cc1c(C(=O)NCc2ccc(F)cc2)sc(=O)n1Cc1ccccc1F	-2	x	13	-1	8	0	x	5
O=S(=O)(c1ccc(-c2csc(-c3cccnc3)n2)cc1)N1CCCCC1	-4	2	-7	-7	7	x	-30	-1
O=c1c(Cl)c(NCc2ccc(F)cc2Cl)cnn1C12CC3CC(CC(C3)C1)C2	0	5	6	1	28	33	11	0
N=c1c2cn[nH]c2nc(SCC(=O)c2ccc(Br)cc2)n1-c1ccc(Br)cc1	3	-2	4	x	0	0	0	x

Results in FN deposit inh, PglD inh and LGR2 inh, for some of the entries so far:
compound | FN deposit inh | PglD inh | LGR2 inh
CC(C)CNC(=O)/C=C/C(=O)O | 2 | x | 5
Cc1noc(C)c1S(=O)(=O)N(C)C[C@@H]1Oc2ccc(NC(=O)Cc3ccccc3)cc2CC(=O)N([C@@H](C)CO)C[C@H]1C | x | -2 | -10
Cc1ccc(-c2c[n+](CC(=O)OCc3ccccc3)c3n2CCC3)cc1 | 2 | 2 | 9
Cc1ccc(NC(=O)c2ccc(S(=O)(=O)NCc3ccco3)cc2)nc1 | 0 | -5 | -25
